Bioassay records deposited in PubChem by National Center for Advancing Translational Sciences (NCATS).
PI5P4Ka inh = inhibitors of human PI5P4K alpha. P48426. PI5P4Kalpha enzyme, ADP-Glo luminescence, 60 min; stronger effect = lower value. max response, %. 330,000 tested, 1.2% active. AID 652105; active = max response of -50% or lower; inconclusive = between -30% and -50%; inactive = -30% or higher; note: value at the top dose of about 77 µM; % is set by controls: 0 for no effect and ±100 for the full control effect
Target sequence (P48426 whole entry, looked up): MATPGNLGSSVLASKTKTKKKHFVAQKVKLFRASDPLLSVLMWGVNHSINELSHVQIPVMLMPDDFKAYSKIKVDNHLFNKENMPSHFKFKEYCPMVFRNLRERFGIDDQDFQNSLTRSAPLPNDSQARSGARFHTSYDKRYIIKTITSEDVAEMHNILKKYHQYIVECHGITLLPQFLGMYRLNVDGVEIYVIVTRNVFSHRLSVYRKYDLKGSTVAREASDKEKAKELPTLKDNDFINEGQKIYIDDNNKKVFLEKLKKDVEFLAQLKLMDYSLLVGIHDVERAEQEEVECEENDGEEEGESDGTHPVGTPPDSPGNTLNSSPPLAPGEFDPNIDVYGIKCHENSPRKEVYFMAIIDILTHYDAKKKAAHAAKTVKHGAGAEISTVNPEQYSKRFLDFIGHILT
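ADP-Glo luminescence end-point read after a 60 min room-temperature kinase reaction of PI5P4Kalpha plus substrate, initiated with ATP at 5 microM final. Buffer: 0.038 M HEPES pH 7.4, EGTA, 0.1% CHAPS, 5% DMSO.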
EPAC1 antagonist = EPAC1 (human) antagonism | EPAC1 GEF assay, Rap1b-BODIPY-GDP exchange fluorescence | 360,000 tested, 0.14% active | Potency, µM (highest dose often 115 µM), inactives show at the highest dose activity change, negative = inhibition, usual class: inhibitors | AID 720709 | O95398;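 note: potency is the fitted concentration of half-maximal effect; plate controls were vehicle for no effect and positive control for full effect; nearly all actives have a fitted effect of over 50% in size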
CCT chaperon mod = cytosolic chaperonin activity modulation; purified chaperonin ATPase assay, HTRF ADP detection, 30 min; activity change, % (test concentration not listed), hits read low; 360,000 tested, 0.3% active; in the data active = activity change below about -30%; note: % is set by controls: 0 for no effect and ±100 for the full control effect
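TRiC (40 or 20 nM final, by batch activity) in 30 mM Tris pH 7.4, 100 mM KCl, 5 mM MgCl2, 1 mM DTT was treated with compound at 76 uM single dose, then 10 uM ATP, 30 min at 37 °C. ADP was read by HTRF Transcreener.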
WRN inhibitor = WRN helicase (human) inhibition; WRN helicase unwinding, fluorescent forked duplex, kinetic; Q14191; 360,000 tested, 0.46% active; Potency, µM (top dose mostly 114 µM), for inactives: top-dose activity change, negative = inhibition, hits mostly inhibitors; note: potency is the fitted concentration of half-maximal effect; % is set by controls: 0 for no effect and ±100 for the full control effect; nearly all actives have a fitted effect of over 55% in size
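Fluorescence dequenching readout, ex 525 nm/em 598 nm, kinetic mode: forked duplex DNA (100 nM final) with adjacent fluorophore and quencher unwound by WRN (20 nM final) with 2 mM ATP. Compound preincubation 15 min, room temperature.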
EPAC1 ag = activates human EPAC1 exchange factor; O95398; EPAC1 agonist qHTS, biochemical assay; response scale: 100% = response to 6.5 mM cAMP; Potency, µM (highest dose often 154 µM), for the others: at the highest dose activation, actives largely listed as activators; 360,000 tested, 0.073% active; AID 720707; note: potency is the fitted concentration of half-maximal effect; nearly all actives have a fitted effect of over 60% in size
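Nucleotide exchange assay: 100 nM EPAC1 with 250 nM Rap1B loaded with BODIPY-GDP and 50 uM GDP, room temperature. Fluorescence (480/540 nm) read every 5 min for 30 min; signal change normalized to 6.5 mM cAMP as full agonist.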
EPAC2 agonist = agonists of human EPAC2 (RAPGEF4). Q8WZA2. Potency, µM (top dose mostly 154 µM), inactives show at the highest dose activation, actives largely listed as activators. 360,000 tested, 0.079% active. AID 720711. EPAC2 activation, biochemical qHTS; response scale: 100% = 6.5 mM cAMP response; note: potency is the fitted concentration of half-maximal effect; nearly all actives have a fitted effect of over 50% in size
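Compounds were titrated in qHTS against a Rap1B-BODIPY-GDP (250 nM) complex with EPAC2 (100 nM) and GDP (50 uM). BODIPY-GDP release tracked at 480/540 nm over 30 min at room temperature, normalized to 6.5 mM cAMP.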
IL-2 act = activators of IL-2 | IL-2 activation reporter assay, cell-based qHTS; stimulated with anti-CD3/CD4/CD28 beads; in transgenic mouse T cells | AID 652025 | 360,000 tested, 0.065% active | activation, % (series mostly up to about 46 µM); in the data active = activation above about 50%; inconclusive = mostly about 30% to 49%; note: 0% is about no effect
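Readout: EGFP and DsRed signals by fluorescent plate cytometry. Unstimulated transgenic mouse T cells received compound 60 min before antibody-bead stimulation, then incubated 18 h at 37 degrees C.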
PLK1 PBD inh = PLK1 (human) polo-box domain binding inhibition; 360,000 tested, 2.8% active; P53350; AID 720504; Plk1 PBD binding of FITC phosphopeptide, fluorescence polarization; Potency, µM, inactives show max response, negative = inhibition, hits mostly inhibitors; note: potency is the fitted concentration of half-maximal effect; series mostly up to about 57 µM; % is set by controls: 0 for no effect and ±100 for the full control effect; nearly all actives have a fitted effect of over 65% in size
Target sequence (P53350 whole entry, looked up, the tested form may be a part): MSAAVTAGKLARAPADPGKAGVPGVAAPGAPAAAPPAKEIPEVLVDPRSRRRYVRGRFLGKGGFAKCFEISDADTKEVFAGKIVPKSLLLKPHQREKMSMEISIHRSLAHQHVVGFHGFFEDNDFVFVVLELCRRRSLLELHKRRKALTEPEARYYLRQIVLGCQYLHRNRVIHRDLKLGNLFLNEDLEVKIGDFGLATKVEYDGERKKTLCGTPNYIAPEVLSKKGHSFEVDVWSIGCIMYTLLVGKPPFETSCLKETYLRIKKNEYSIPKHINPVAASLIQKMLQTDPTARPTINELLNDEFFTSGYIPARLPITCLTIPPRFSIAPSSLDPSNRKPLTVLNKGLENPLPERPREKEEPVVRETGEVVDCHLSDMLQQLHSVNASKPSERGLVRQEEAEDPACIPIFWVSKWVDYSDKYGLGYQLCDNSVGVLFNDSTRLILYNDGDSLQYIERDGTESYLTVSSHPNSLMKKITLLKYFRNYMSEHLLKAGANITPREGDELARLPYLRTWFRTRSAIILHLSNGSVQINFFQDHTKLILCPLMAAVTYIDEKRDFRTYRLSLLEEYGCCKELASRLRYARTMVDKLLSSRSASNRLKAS
Numbers without * were called inactive; ? = inconclusive; · = no result given; [ ] = another dose, or the depositor's remark. Unless noted, calls come from the whole dose curve; as a rule, active = well fitted curve in the direction sought with a large enough effect; inconclusive = small, poorly fitted or top-dose-only effect, or another doubt; inactive = no such curve, though single readings can be large; an effect the other way counts as inactive or inconclusive. This is a subset; the hit share may differ from the screen's.

Letter code: A = PI5P4Ka inh; B = EPAC1 antagonist; C = CCT chaperon mod; D = WRN inhibitor; E = EPAC1 ag; F = EPAC2 agonist; G = IL-2 act; H = PLK1 PBD inh
CC(C(=O)NC1CC(C)(C)NC(C)(C)C1)c1ccc([N+](=O)[O-])cc1 (configuration not stated)
  A: 1.1	B: ?	C: -1.7	D: -0.5%	E: 3.7%	F: 6.6%	G: -1.1	H: -16.4%
CCN(CC)CCCN(Cc1cc2cc3c(cc2[nH]c1=O)OCO3)C(=S)NCCCN(C)C
  A: -0.3	B: 16.7%	C: -2.4	D: 54.5%[activator]	E: -6.9%	F: 5.4%	G: 0.7	H: 0.5%
CC(=O)c1c(C)[nH]c(C(=O)N2CCN(c3ncccn3)CC2)c1C
  A: -0.3	B: -5.9%	C: -0.8	D: -3.7%	E: -11.6%	F: -0.2%	G: -2.0	H: 1.1%
CNC(=O)COc1ncnc2scc(-c3ccc(F)cc3)c12
  A: -0.6	B: 0.6%	C: -0.5	D: -8.9%	E: 4.9%	F: 2.3%	G: 0.1	H: 3.2%
CN1CCCN(C(=O)c2cccc3ccccc23)CC1
  A: -0.2	B: 6.5%	C: -0.6	D: -4.1%	E: 15.6%	F: 7.5%	G: 2.4	H: -7.5%
Cc1cc(Br)ccc1SCC(=O)OCC(=O)c1c(N)n(C)c(=O)n(C)c1=O
  A: 4.3	B: 0.2%	C: -1.8	D: -9.7%	E: 4.5%	F: 11.7%	G: -0.3	H: -1.5%
CCC1CCCCN1CCCNC(=O)C1CCN(Cc2nc(-c3ccc(Cl)cc3)oc2C)CC1 (configuration not stated)
  A: -0.4	B: -9.3%	C: 1.2	D: -6.7%	E: -7.8%	F: -1.1%	G: -1.0	H: -9.5%
CC(CN1CCCCC1)OC(=O)c1cc2ccccc2o1 (configuration not stated)
  A: -16.3	B: -9.6%	C: -0.8	D: 9.8%	E: 1.8%	F: 14.6%	G: 0.3	H: -11.4%
CCn1c(SCc2nc(-c3ccccc3)no2)nnc1-c1cccs1
  A: ·	B: 6.5%	C: 0.4	D: -4.2%	E: 9.6%	F: 13.5%	G: -0.4	H: -2.0%
O=C(Cc1cccs1)N1CCN=C1SCc1ccccc1Cl
  A: 0.6	B: -11.1%	C: -0.8	D: -12.8%	E: 14.0%	F: 3.7%	G: -0.3	H: -4.5%
O=C1OC2C(O)COC23OC(O)CCC13O (configuration not stated)
  A: -3.3	B: 2.3%	C: -1.1	D: 1.1%[57.1 µM]	E: -1.7%	F: 2.3%	G: 0.3	H: 2.9%
O=C(NCC1CCCO1)/C(=C\c1ccccc1F)NC(=O)c1ccccc1 (configuration not stated)
  A: -1.9	B: -13.5%	C: -3.0	D: 2.9%	E: 5.8%	F: 11.5%	G: 0.1	H: -12.2%
COc1ccc(N(C)S(=O)(=O)c2cccc(C(=O)OCC(=O)N(C)c3ccccc3)c2)cc1
  A: 9.0	B: -3.1%	C: -1.9	D: -23.0%	E: 22.9%	F: 8.8%	G: -4.7	H: -4.8%
O=C1CCC(C(=O)Nc2ccccc2)N1 (configuration not stated)
  A: 3.6	B: 5.7%	C: -2.2	D: 2.9%	E: -10.6%	F: -1.7%	G: -0.2	H: -18.7%
C[C@H](NC(=O)c1nc[nH]c1C(=O)N[C@@H](Cc1ccccc1)C(=O)OC(C)(C)C)C(=O)OCc1ccccc1
  A: 14.6	B: -17.7%	C: -1.0	D: -5.7%	E: -21.7%	F: -7.1%	G: -0.9	H: 0.6%
Cc1cc(C(F)(F)Cl)n2ncc(-c3ccccn3)c2n1
  A: -4.5	B: 8.3%	C: -2.2	D: 5.9%	E: 6.8%	F: -2.2%	G: 5.5	H: -5.5%
COc1cccc(NC(=O)NCc2ccccc2F)c1
  A: -15.0	B: -5.2%	C: 0.9	D: 5.7%	E: -5.5%	F: -0.6%	G: -2.6	H: 11.9µM*
Cc1ccc(C2C(C#N)=C(N)SC(N)=C2C#N)c(C)c1
  A: -62.9*	B: 45.8%[activator]	C: -0.8	D: -31.7%	E: ?	F: 22.3%	G: 5.2	H: 31.5%[activator]
COc1ccc(NC(=O)C2CCCN(c3c4c(nc5ncnn35)CCC4)C2)cc1 (configuration not stated)
  A: ·	B: -1.8%	C: -0.9	D: -1.9%	E: 4.2%	F: 8.4%	G: -1.3	H: -4.3%
O=S1(=O)CCN(Cc2ccc(Cl)cc2)CC1
  A: 2.4	B: -16.3%	C: -0.8	D: -1.9%	E: 0.4%	F: 2.5%	G: -2.2	H: -6.7%
CCN(CC)c1ccc(C(=O)N/N=C/c2ccc(OC)cc2OC)cc1
  A: -8.5	B: 5.9%	C: 0.6	D: 1.2%	E: 0.0%	F: -6.6%	G: -0.3	H: 0.9%
CN1CCC(N(C)S(=O)(=O)c2ccc(NC(=O)c3ccc(S(=O)(=O)N(C)C)cc3)cc2)CC1
  A: -6.2	B: -11.8%	C: -0.8	D: -19.9%	E: -1.0%	F: 15.6%	G: 0.5	H: 8.3%
COc1ccc(C=NC(CO)C(O)c2ccc([N+](=O)[O-])cc2)cc1 (configuration not stated)
  A: 4.6	B: 6.1%	C: -0.3	D: -6.1%	E: 6.0%	F: -6.4%	G: 0.7	H: 4.2%
O=C(O)c1cccc(NC(=O)c2cc(-c3cccc(Cl)c3)nc3ccccc23)c1
  A: -4.1	B: -5.0%	C: -0.1	D: -6.9%	E: 0.6%	F: 3.0%	G: 0.5	H: -14.2%
O=C(CS(=O)(=O)Nc1ccc(F)cc1Cl)Nc1ccc(F)cc1Cl
  A: 3.9	B: 0.4%	C: -0.6	D: -1.3%	E: 4.3%	F: 6.9%	G: 0.9	H: -10.3%
CC=C1OC(n2cnc3c(N)ncnc32)C(O)C1O (configuration not stated)
  A: -3.7	B: -5.7%	C: 0.9	D: 4.1%	E: -8.6%	F: 18.8%	G: 0.8	H: -6.0%
Cc1ccccc1CC(=O)Nc1sc(C(C)C)cc1C(=O)N1CCOCC1
  A: -3.9	B: -4.7%	C: -3.1	D: 11.3%	E: -0.6%	F: 3.2%	G: -2.0	H: -1.6%
O=S(=O)(NCC1CCCO1)c1cnc(Cl)c(Cl)c1 (configuration not stated)
  A: 9.7	B: -3.6%	C: -4.2	D: 6.6%	E: -5.3%	F: 0.7%	G: -1.2	H: -9.1%
COc1ccc(C)cc1NC(=O)C1CCCN(S(=O)(=O)c2ccc3c(c2)CCCN3C(C)=O)C1 (configuration not stated)
  A: -5.6	B: 15.1%	C: -1.9	D: 5.4%	E: -6.7%	F: 6.6%	G: -3.0	H: 2.5%
COc1ccc(-c2oc(NC(C)=O)c(C#N)c2-c2ccc(OC)cc2)cc1
  A: 0.6	B: -10.0%	C: 0.8	D: -11.5%[57.1 µM]	E: 18.6%	F: 2.2%	G: -0.1	H: 32.4%[activator]
Cc1noc(NS(=O)(=O)c2ccc(NC(=O)Nc3ccc(Cl)c(Cl)c3)cc2)c1C
  A: -22.5	B: -12.2%	C: 1.0	D: -5.8%[11.6 µM]	E: -1.6%	F: -11.2%	G: -0.9	H: ?
CCC(=O)N1N=C(c2cccs2)CC1c1ccco1 (configuration not stated)
  A: -1.5	B: -3.6%	C: -4.8	D: -6.8%	E: 3.8%	F: 7.7%	G: -0.3	H: -5.6%
Cc1ccc(C)c(NC(=O)CN(C)C(=O)COc2cccc3c2OC(C)(C)C3)c1
  A: 6.2	B: 0.6%	C: -0.2	D: -14.1%	E: 3.2%	F: -0.5%	G: -0.1	H: -6.6%
Cc1cc(C(=O)CSc2nnc(C3CC3)n2C2CC2)c(C)n1C(C)C
  A: 3.6	B: 13.5%	C: 1.2	D: 9.6%	E: 2.3%	F: 1.4%	G: 0.2	H: -0.9%
O=C(NCc1ccc(Cl)cc1)c1cc(S(=O)(=O)N2CCCCC2)c[nH]1
  A: -1.9	B: -17.8%	C: 0.4	D: -8.9%	E: 6.6%	F: 8.3%	G: -3.7	H: 5.8%
CC(/C=N/n1c(-c2cc(C)[nH]n2)n[nH]c1=S)=C\c1ccco1
  A: -51.5*	B: ?	C: -1.2	D: ?	E: -2.4%	F: 0.5%	G: -0.2	H: ?
COc1ccc(OC(C)C(=O)N(C)Cc2nc(-c3ccc(C)cc3)no2)cc1 (configuration not stated)
  A: 5.1	B: 3.7%	C: -0.4	D: -4.0%	E: 1.1%	F: 0.1%	G: -0.2	H: 1.1%
CCOC(=O)N1CCN(c2cc(N(C)CCO)c([N+](=O)[O-])c3nonc23)CC1
  A: -2.1	B: 3.2%	C: -2.3	D: 9.4%	E: -2.5%	F: 0.0%	G: -1.8	H: -18.5%
CN(CC(=O)Nc1ccccc1Cl)C(=O)COC(=O)c1cccs1
  A: 5.9	B: 2.5%	C: -4.4	D: -16.6%	E: 0.6%	F: 2.2%	G: -3.9	H: -12.1%
COCC1CCN(C(=O)C2CCC(=O)N(Cc3ccc(Cl)cc3)C2)CC1 (configuration not stated)
  A: 1.9	B: 5.9%	C: -5.5	D: -27.5%	E: 6.7%	F: 6.4%	G: 0.7	H: -4.2%
COC(=O)[C@]1(C)N[C@H](CN(C)C(=O)NC(C)C)[C@@H]2C(=O)N(C)C(=O)[C@@H]21
  A: -6.6	B: -19.4%	C: -1.5	D: 10.3%	E: -18.8%	F: 0.7%	G: 2.7	H: -15.3%

A different layout for part of the listing above:
molecule: COc1ccc(C)cc1NC(=O)C1CCCN(S(=O)(=O)c2ccc3c(c2)CCCN3C(C)=O)C1 (configuration not stated)
  PI5P4Ka inh: -5.6; EPAC1 antagonist: 15.1%; CCT chaperon mod: -1.9; WRN inhibitor: 5.4%; EPAC1 ag: -6.7%; EPAC2 agonist: 6.6%; IL-2 act: -3.0; PLK1 PBD inh: 2.5%

molecule: O=C(Cc1cccs1)N1CCN=C1SCc1ccccc1Cl
  PI5P4Ka inh: 0.6; EPAC1 antagonist: -11.1%; CCT chaperon mod: -0.8; WRN inhibitor: -12.8%; EPAC1 ag: 14.0%; EPAC2 agonist: 3.7%; IL-2 act: -0.3; PLK1 PBD inh: -4.5%

molecule: CC(CN1CCCCC1)OC(=O)c1cc2ccccc2o1 (configuration not stated)
  PI5P4Ka inh: -16.3; EPAC1 antagonist: -9.6%; CCT chaperon mod: -0.8; WRN inhibitor: 9.8%; EPAC1 ag: 1.8%; EPAC2 agonist: 14.6%; IL-2 act: 0.3; PLK1 PBD inh: -11.4%

molecule: COc1ccc(N(C)S(=O)(=O)c2cccc(C(=O)OCC(=O)N(C)c3ccccc3)c2)cc1
  PI5P4Ka inh: 9.0; EPAC1 antagonist: -3.1%; CCT chaperon mod: -1.9; WRN inhibitor: -23.0%; EPAC1 ag: 22.9%; EPAC2 agonist: 8.8%; IL-2 act: -4.7; PLK1 PBD inh: -4.8%
